# Epigenetic reg = Quantitative High-Throughput Screen for Regulators of Epigenetic Control. AID 1865, 2009. murine LDR cells, GFP reporter derepression, 30 h. Potency, µM (doses to about 53.9 µM), without a hit: at the highest dose GFP activation, hits mostly activators. actives 0.2% (n = 280,000); active = well fitted activation curve with a large enough effect; inconclusive = small, poorly fitted or top-dose-only effect; note: % of control where 0% means no effect; nearly all actives have a fitted effect of over 60% in size
#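 Derepression of a silenced CMV-GFP reporter in murine LDR cells is scored by enumerating GFP-positive cells with a laser-scanning microplate cytometer after 30 hours of treatment at 37 C.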
# * = called active by the depositor; u = inconclusive. Potency is the fitted concentration of half-maximal effect. Some of the compounds tested; count on the stated rates, not on these rows.
mol	Epigenetic reg
Cc1cccc(NC(=O)Cn2c(=O)ccc3cc(S(=O)(=O)N4CCCC4)ccc32)c1C	2.2%
COCCn1c(C)cc(O)c(C(c2ccccc2)N2CCN(c3ccccc3)CC2)c1=O (stereo not drawn)	-2.8%
Cc1cccc(-n2c(=O)c3c(c4cc(C)ccc4n3C)n(Cc3ccccc3F)c2=O)c1	u
COc1ccc(-c2nn3c(=O)cc(CN4CCN(C(=O)Nc5cc(C)ccc5C)CC4)nc3s2)cc1	1.0%
Cc1ccc(NC(=O)C2CCN(c3nc4ccccc4nc3C(F)(F)F)CC2)cc1C	-1.5%
CN(C)c1ccc(C(CNC(=O)c2ccccc2)N2CCc3ccccc32)cc1 (stereo not drawn)	u
Cc1ccc(-n2nc3c(=O)n(C(C)C(=O)NCc4ccco4)nc(C)c3c2C)cc1 (stereo not drawn)	-1.0%
CCOC(=O)c1c(C)oc2nc(C)nc(NCCCN3CCN(c4cc(Cl)ccc4C)CC3)c12	-1.3%
CSc1ccc(CNC(=O)Cn2c(-c3cccs3)cc3cc(F)ccc32)cc1	-1.2%
CC(=O)c1cccc(NC(=O)c2oc3c(c2C)-c2nn(Cc4ccc(Cl)cc4)cc2CC3)c1	2.8%
Cc1ccccc1CN1C(=O)c2ccccc2S(=O)(=O)c2ccc(C(=O)OCC3CCCO3)cc21 (stereo not drawn)	2.8%
Cc1cccc(N2C(=O)CCSC23C(=O)N(Cc2ccc(F)cc2)c2ccccc23)c1 (stereo not drawn)	3.4%
Cc1onc(-c2ccccc2Cl)c1C(=O)Oc1ccc(Cl)cc1Cl	0.6%
Cc1nn(-c2ccccc2)c2c1N(CC(=O)N1CCN(c3cccc(Cl)c3)CC1)C(=O)CS2	7.4%
O=C(Cn1c(=O)c2cccn2c2ccccc21)NCCc1ccccc1	1.1%
CCOC(=O)c1c(C)oc2nc(C)nc(NC(C)c3ccccc3)c12 (stereo not drawn)	-1.3%
COc1ccc(F)cc1S(=O)(=O)NCC(c1ccco1)S(=O)(=O)c1ccc(F)cc1 (stereo not drawn)	0.0%
COCCCNC(=O)c1cnn(-c2ccc(F)cc2F)c1C1CCNCC1	-1.3%
COc1ccc(OC)c(CNC(=O)CN2CC(C)Sc3ccccc32)c1 (stereo not drawn)	1.7%
Cc1ccc(CCNS(=O)(=O)c2ccc3c(c2)C(C(C)C)C(=O)N3)cc1 (stereo not drawn)	1.3%
COc1cc(OC)c(NC(=O)NCc2ccc3c(c2)CCN3C(C)=O)cc1Cl	0.0%
Cc1ccc(NC(=O)C2CCCN(c3ncnc4onc(C)c34)C2)c(Cl)c1 (stereo not drawn)	-0.4%
CCOc1ccccc1NC(=O)COc1cccc2c(=O)n(CCOC)ccc12	2.7%
CN1CCN(CCCNC(=O)c2cnn(-c3ccc(F)cc3)c2-n2cccc2)CC1	-1.5%
CCCNC(=O)Cn1nc(-c2ccc(OC)cc2)c2cnc3ccc(F)cc3c21	4.4%
CC1CCN(S(=O)(=O)c2ccc3nc(Nc4cccc(C(F)(F)F)c4)ccc3c2)CC1	0.6%
COCCn1c(SCC(=O)c2ccc(C)cc2C)nc2cc(C(=O)NC3CCCC3)ccc2c1=O	5.5%
O=c1cc(-c2ccccc2)n2c(SCc3ccccc3Cl)nnc2[nH]1	0.0%
CC(C)Cn1c(=O)c2ccccc2n2c(-c3cccc(Cl)c3)nnc12	-4.9%
O=C(Nc1ccc(OC(F)(F)F)cc1)c1cc2ccccn2n1	1.5%
CCCCc1nn2c(=O)cc(COC(=O)c3cccc(NC(=O)c4cccs4)c3)nc2s1	1.3%
CCC(CC)C(=O)Nc1ccc(OCc2cc(=O)n3ccc(C)cc3n2)cc1	13%
COc1cccc(Cn2c(CNC(=O)CCc3ccccc3)nc3cccnc32)c1	0.0%
Cc1ccc(-n2ncc3c(NCCO)ncnc32)cc1Cl	0.6%
CCn1cc2nc(SCc3cc(C)ccc3C)n(Cc3ccc(OC)cc3)c(=O)c2n1	1.7%
Cc1ccc(CNC(=O)C2CCN(S(=O)(=O)Cc3ccccc3)CC2)cc1	2.3%
CNC(=O)C1CCC(Cn2c(=O)c3sccc3n(CC(=O)Nc3ccc(C)c(F)c3)c2=O)CC1 (stereo not drawn)	0.0%
COc1ccc(OC)c(CCNc2nccn(-c3ccc(C)c(C)c3)c2=O)c1	-1.0%
Cc1nnc(N2CCC(C(=O)Nc3ccc(F)cc3)CC2)c2nn(-c3ccc(Cl)cc3)c(C)c12	1.3%
CC(=O)c1ccc(S(=O)(=O)Nc2cccc(-c3ccc(N4CCCCCC4)nn3)c2)cc1	3.4%
CC1CCN(C(=O)CN2CCSc3ccccc32)CC1	-1.2%
COc1ccc(-n2c(SCC(=O)NCc3ccc(F)cc3)nc3c([nH]c4ccccc43)c2=O)cc1	12%
Cc1cc(=O)n(CC(=O)NC(C)c2ccccc2)c2c1c(C)nn2-c1cccc(F)c1 (stereo not drawn)	5.8%
CC(=O)c1ccc(NC(=O)CSc2ccc3nnc(CCNS(=O)(=O)c4ccc(C)cc4)n3n2)cc1	1.3%
COC(=O)c1ccccc1NC(=O)c1ccc2nc(CCc3ccccc3)oc2c1	1.7%
Cc1nn(-c2ccc(N3CCCCC3)nn2)c(C)c1CCC(=O)NCc1ccc(Cl)cc1	0.0%
Cc1cc(C)cc(-n2c(SCC(=O)Nc3nnc(C)s3)nc3c([nH]c4ccccc43)c2=O)c1	2.5%
COc1ccccc1N1CCN(S(=O)(=O)c2ccc(-c3coc(C)n3)cc2)CC1	0.0%
CCOC(=O)c1ccccc1NC(=O)N1CCC(N2CCN(Cc3ccccc3)C(=O)C2=O)CC1	-1.3%
COC(=O)c1ccccc1NC(=O)c1ncoc1-c1ccco1	-2.6%
COc1ccc(NC(=O)C2Cc3ccccc3N2C(=O)c2ccccc2)cc1OC (stereo not drawn)	0.0%
Cc1ccc(NCc2cc3cc4c(cc3n(CC(=O)Nc3ccc(C)cc3)c2=O)OCCO4)cc1	-6.3%
CCCCN(c1ccccc1)c1ncnc2c1cnn2-c1ccc(Cl)cc1	-0.5%
CCN1CCN(CCCNC(=O)c2cnn(-c3ccc(C)cc3C)c2C2CCN(C(=O)OC(C)(C)C)CC2)CC1	0.0%
CCN(CC)c1cc2c(cc1F)c(=O)c(S(=O)(=O)c1cc(C)ccc1C)cn2Cc1ccccc1	-1.2%
Cc1ccc(CN(C(=O)COc2cc(C)c(Cl)c(C)c2)c2ccccn2)o1	-3.2%

# (more compounds)
mol	Epigenetic reg
Cc1nn(C)c2c1c(-c1ccccc1)cc(=O)n2Cc1ccccc1Cl	1.5%
Cc1cccc(CNC(=O)CCCN2C(=O)CCn3nc(-c4cccn4C)cc32)c1	0.0%
Cc1ccc(NC(=O)CSc2nccn2C2CCCC2)cc1Cl	-1.3%
O=C(CSc1nc2c([nH]c3ccccc32)c(=O)n1-c1ccc(F)cc1)NC1CCCCC1	u
Cc1ccc(-n2ncc(C(=O)N3CCc4ccccc4C3)c2C2CCN(C(=O)OC(C)(C)C)CC2)cc1C	-1.3%
COc1ccccc1CNC(=O)CCn1nc(C)c2c(C)n(-c3ccccc3)nc2c1=O	4.2%
Cc1cccc(Cn2c(CN3CCC(C(=O)NCCc4ccccc4)CC3)cc3ccccc32)c1	-1.3%
CC(=O)Nc1ccc(S(=O)(=O)Nc2nc3n(n2)C(c2ccccc2)C=C(c2ccc(Cl)cc2)N3)cc1 (stereo not drawn)	-1.1%
CCCc1nn2c(=O)cc(COC(=O)c3ccc(NC(=O)COc4ccccc4)cc3)nc2s1	1.3%
CCOC(=O)c1c(C)[nH]c(CCC(=O)NCc2ccc(N(C)C)cc2)c1C	-3.0%
Cc1nn(CCCC(=O)Nc2cccc(C(F)(F)F)c2)c(=O)c2nn(-c3ccccc3)c(C)c12	1.1%
CC1=C(c2ccc(C)c(C)c2)S(=O)(=O)N=C1N1CCN(c2cccc(C(F)(F)F)c2)CC1	2.0%
Cc1c(Cl)cccc1NC(=O)N1CCN(C(=O)c2nsc3ccccc23)CC1	5.4%
Cc1ccc(CNC(=O)CSCc2ccccc2C)cc1	9.6%
Cc1nc(N2CCCC2)ncc1C(=O)Nc1ccccc1	-2.2%
CC1CCN(CCCNC(=O)CN2C(=O)CSc3ccc(S(=O)(=O)N4CCOCC4)cc32)CC1	1.2%
Cc1ccc(Cn2c(CNS(=O)(=O)c3c(C)cc(C)cc3C)nc3cccnc32)cc1	-1.1%
Cc1nc2ccccc2c(=O)n1-c1ccc(NC(=O)C(F)(F)F)cc1	6.9%
Cc1ccccc1C(=O)Nc1ccc2nc(SCCOc3ccccc3)sc2c1	0.8%
CCc1cnc2c(c1SCCC(C)C)c(=O)n(C)c(=O)n2C	2.4%
O=C(CC1N=C2c3ccccc3N=C(SCc3ccccc3F)N2C1=O)NCc1ccc2c(c1)OCO2 (stereo not drawn)	-1.3%
Cc1ccsc1CN1CCc2nc(Nc3ccccc3)ncc2C1	-2.4%
Cc1ccc2nc(COc3cccc(NC(=O)c4ccccc4Cl)c3)cc(=O)n2c1	5.3%
COc1cccc(CNC(=O)CCC(=O)N2Cc3cccc(OC)c3Oc3ncccc32)c1OC	-1.3%
COCCn1ccc2c(OCC(=O)Nc3ccccc3F)cccc2c1=O	0.0%
COc1ccc(C(=O)NCc2ccc3c(c2)CCN3C(=O)c2ccncc2)cc1	-1.3%
Cc1ccc(OCCSc2nc3ccc(NC(=O)c4cccs4)cc3s2)cc1	1.6%
CCOc1ccc(N2C(=O)N(Cc3c(F)cccc3Cl)c3ccccc3S2(=O)=O)cc1	-0.5%
CCOC(=O)c1c(C)oc2nc(C)nc(NCc3ccccc3OCC)c12	-1.3%
CCOC(=O)c1ccc(N2CCN(c3cccc(OC)c3)CC2)c(NC(=O)Nc2ccc(OCC)cc2)c1	0.6%
CCn1c(=O)c2sccc2n2c(CCCC(=O)N3CCN(c4cc(Cl)ccc4C)CC3)nnc12	1.3%
CCN(c1ncnc2c1cnn2-c1ccc(C)cc1)C1CCCCC1	0.4%

# 5 entries from above, sorted by their value in Epigenetic reg, high to low.
mol	Epigenetic reg
Cc1ccc(OCCSc2nc3ccc(NC(=O)c4cccs4)cc3s2)cc1	1.6%
CCOC(=O)c1ccc(N2CCN(c3cccc(OC)c3)CC2)c(NC(=O)Nc2ccc(OCC)cc2)c1	0.6%
CCN(c1ncnc2c1cnn2-c1ccc(C)cc1)C1CCCCC1	0.4%
CCOc1ccc(N2C(=O)N(Cc3c(F)cccc3Cl)c3ccccc3S2(=O)=O)cc1	-0.5%
COc1ccc(C(=O)NCc2ccc3c(c2)CCN3C(=O)c2ccncc2)cc1	-1.3%

# 4 entries from above, reformatted.
Structure: COc1ccc(F)cc1S(=O)(=O)NCC(c1ccco1)S(=O)(=O)c1ccc(F)cc1 (stereo not drawn)
  Epigenetic reg = 0.0%
Structure: Cc1ccc(CNC(=O)C2CCN(S(=O)(=O)Cc3ccccc3)CC2)cc1
  Epigenetic reg = 2.3%
Structure: Cc1nn(C)c2c1c(-c1ccccc1)cc(=O)n2Cc1ccccc1Cl
  Epigenetic reg = 1.5%
Structure: COc1cc(OC)c(NC(=O)NCc2ccc3c(c2)CCN3C(C)=O)cc1Cl
  Epigenetic reg = 0.0%

# Other results
mol	Epigenetic reg
Cc1ccc(Cl)cc1N1CCN(S(=O)(=O)c2ccc3[nH]c4c(c3c2)CCCC4)CC1	-1.2%
CCOc1ccc(C(=O)Nc2ccc3nc(SCC(=O)N4CCc5ccccc54)sc3c2)cc1	u
CCN(CC)C(=O)c1sc2c(c1C)c(=O)n(-c1ccc(C)c(C)c1)c(=O)n2Cc1cccc(Cl)c1	1.3%
O=C(NCCc1ccccc1)c1cnn(-c2ccc(F)cc2)c1-n1cccc1	4.8%
COc1ccc(-n2c(C)nc3cc(C(=O)NC4CCCCCC4)ccc32)cc1	0.0%
CCCCN(C)C(=O)C1CCC(CNS(=O)(=O)c2ccc(Cl)cc2)CC1 (stereo not drawn)	-1.1%
COc1ccc(-c2nc3c(C#N)c[nH]n3c2NC2CCCC2)cc1	-2.4%
CSC1=NC2(CCN(C(=O)NC3CCCCC3)CC2)N=C1c1ccc(C(C)(C)C)cc1	1.1%
COc1ccc(NC(=O)C2CCCN(S(=O)(=O)c3cn(C)cn3)C2)cc1Cl (stereo not drawn)	7.3%
CCc1ccccc1NC(=O)N1CCN(C(=O)c2nsc3ccccc23)CC1	-4.9%
COc1ccccc1NC(=O)CN1C(=O)CC(c2ccc(C)c(C)c2)=Nc2ccccc21	2.3%
Cc1ccc(NC(=O)CN(C)S(=O)(=O)c2ccc3[nH]c4c(c3c2)CCCC4)c(Cl)c1	-0.2%
CCc1ccc(NC(=O)C(=O)NCC(c2cccnc2)N2CCc3ccccc3C2)cc1 (stereo not drawn)	8.5%
COc1cc(C2CC(=O)c3c([nH]c(C(=O)OC4CCCCC4)c3C)C2)cc(OC)c1OC (stereo not drawn)	3.2%
Fc1ccc(CSc2nc(NCc3ccccc3)c3ccccc3n2)cc1	1.3%
Cc1ccc(N2CCN(S(=O)(=O)c3nnc(NC(=O)c4ccccc4)s3)CC2)cc1	2.2%
Oc1c(C(c2ccccc2F)N2CCOCC2)sc2nc(-c3ccco3)nn12 (stereo not drawn)	-2.6%
CCc1cccc(C)c1NC(=O)Cn1c(=O)cc(C)c2c(C)nn(-c3cccc(F)c3)c21	0.0%
COc1cccc2cc(-c3csc(-c4ccc(Cl)cc4)n3)c(=O)oc12	-0.5%
Cc1ccc(Cl)cc1N1CCN(c2nc3ccc(C(=O)c4ccccc4)cc3n3cnnc23)CC1	0.7%
